# Compound activity: PubChem, National Center for Advancing Translational Sciences (NCATS)
# KDM5B inh = KDM5B demethylase inhibition | KDM5B demethylase, FDH-coupled NADH fluorescence (FDH is formaldehyde dehydrogenase) | Potency, µM (top dose mostly 57.7 µM), without a hit: at the top dose activity change, negative = inhibition, hits mostly inhibitors | 220,000 tested, 2.6% active; active = well fitted inhibition curve with a large enough effect; inconclusive = small, poorly fitted or top-dose-only effect; inactive = no such curve, though single readings can be large or run the other way; note: 0% is about no effect; nearly all actives have a fitted effect of over 70% in size
# Target sequence (Q9UGL1 whole entry, looked up): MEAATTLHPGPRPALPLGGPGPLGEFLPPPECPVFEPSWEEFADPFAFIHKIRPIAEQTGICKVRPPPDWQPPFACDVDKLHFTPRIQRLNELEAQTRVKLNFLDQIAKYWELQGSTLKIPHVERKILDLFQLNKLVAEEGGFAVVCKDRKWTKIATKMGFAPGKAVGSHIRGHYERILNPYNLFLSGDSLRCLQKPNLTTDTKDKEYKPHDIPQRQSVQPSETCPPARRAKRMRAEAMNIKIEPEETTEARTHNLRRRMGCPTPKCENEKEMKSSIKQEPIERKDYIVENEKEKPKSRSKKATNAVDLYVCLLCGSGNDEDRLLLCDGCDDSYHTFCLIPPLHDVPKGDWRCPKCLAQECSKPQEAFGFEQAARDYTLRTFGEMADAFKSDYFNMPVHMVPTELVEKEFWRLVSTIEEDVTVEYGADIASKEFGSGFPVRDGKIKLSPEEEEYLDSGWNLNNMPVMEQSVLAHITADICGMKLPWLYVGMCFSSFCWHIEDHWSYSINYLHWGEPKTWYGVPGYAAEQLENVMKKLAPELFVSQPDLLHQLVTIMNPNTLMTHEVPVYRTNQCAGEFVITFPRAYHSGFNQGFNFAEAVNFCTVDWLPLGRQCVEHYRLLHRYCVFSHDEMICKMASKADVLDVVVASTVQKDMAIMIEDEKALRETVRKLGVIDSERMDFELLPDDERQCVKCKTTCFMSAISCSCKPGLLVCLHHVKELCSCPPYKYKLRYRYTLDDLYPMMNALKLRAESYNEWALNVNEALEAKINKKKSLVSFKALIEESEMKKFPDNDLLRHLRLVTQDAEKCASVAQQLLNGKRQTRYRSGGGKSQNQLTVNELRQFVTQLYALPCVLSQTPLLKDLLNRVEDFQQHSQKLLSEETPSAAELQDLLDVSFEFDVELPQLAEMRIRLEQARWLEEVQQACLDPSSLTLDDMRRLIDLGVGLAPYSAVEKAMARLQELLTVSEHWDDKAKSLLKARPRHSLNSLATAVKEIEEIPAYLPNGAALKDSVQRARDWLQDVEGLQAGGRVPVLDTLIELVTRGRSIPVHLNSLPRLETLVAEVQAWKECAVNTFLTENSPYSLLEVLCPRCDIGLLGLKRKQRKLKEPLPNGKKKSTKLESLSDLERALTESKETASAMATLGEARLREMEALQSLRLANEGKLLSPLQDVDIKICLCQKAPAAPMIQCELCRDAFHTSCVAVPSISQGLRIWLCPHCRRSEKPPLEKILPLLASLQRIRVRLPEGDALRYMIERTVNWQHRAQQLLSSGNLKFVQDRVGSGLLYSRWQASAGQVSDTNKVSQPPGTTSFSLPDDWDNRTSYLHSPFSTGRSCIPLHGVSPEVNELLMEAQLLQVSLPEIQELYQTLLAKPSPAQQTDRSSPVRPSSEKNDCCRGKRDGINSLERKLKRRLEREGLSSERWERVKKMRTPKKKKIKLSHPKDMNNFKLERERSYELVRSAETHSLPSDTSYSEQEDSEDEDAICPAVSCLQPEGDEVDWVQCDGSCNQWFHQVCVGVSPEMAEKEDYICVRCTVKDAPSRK
#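 KDM5BΔAP (200 nM final) in 50 mM HEPES pH 7.5, 0.01% Tween-20 was preincubated 10 min at RT with compound over a concentration range. Substrate mix (H3K4me3 12.5 µM, α-KG 25 µM, Fe²⁺, ascorbate, NAD⁺, FDH) was added, and NADH fluorescence change over 30 min gave dose-response curves.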
# The depositor's hits bear a star; ? = inconclusive; [ ] = another dose, or the depositor's remark. Potency is the fitted concentration of half-maximal effect. Not all compounds are listed; count on the stated rates, not on these rows.
SMILES,KDM5B inh
CC(C)CCN1C[C@H]2[C@H](C1)[S+](=O)([O-])C(C)(C)C(=O)N2Cc1ccc(O)cc1,-27.1%[86.2 µM]
COC(=O)CNC(=O)N1CCCC1c1nc(CCOCC2CC2)no1 (centres undefined),8.1%
CN(C(=O)c1cnc(N2CCOCC2)c2ccccc12)C1CCCCC1,-11.7%
CCNc1nc(-c2cccs2)nc2ccccc12,-12.1%
COC(=O)c1ccc(CSc2nc3c(c(=O)[nH]2)CCC3)cc1,-3.6%
CC(C#N)Sc1ncc(-c2ccccc2)[nH]1 (centres undefined),6.1%
CC(C)CNC1(Cc2cc(CN(C)C)on2)COC1,13.6%[115 µM]
COc1cccc(-c2[nH]ncc2CN)c1,5.3%
NNC(=O)c1[nH]c2ccc(Cl)cc2c1-c1ccccc1,11.1%
COc1ccccc1CC(=O)N1CCC[C@H]1c1nc(-c2ccc(C)cc2)no1,-9.3%
O=C(c1ccc2c(c1)OCCCO2)N1CCCCC1,-3.1%
COCCN1CC2(CCC1=O)CCN(C(=O)C1CC=CCC1)CC2 (centres undefined),-6.7%
CCNC(=O)CC1=C2CCCCC2N(C)C1=O (centres undefined),-17.6%
O=C(c1ccn(C(F)F)n1)N1CCc2nc(-c3ccc(Cl)cc3)[nH]c2C1,-3.8%
COC(=O)[C@@H]1Cc2ncn(C)c2CN1C(=O)c1ccc(-c2ccccc2)cc1,-21.9%[86.2 µM]
COC(=O)c1nc(NC(=O)Cn2nc3c(cc2=O)CCCC3)sc1-c1ccccc1,?
Cc1cc(Cl)ccc1NS(=O)(=O)c1cc2[nH]c(=O)c(=O)[nH]c2cc1C,-29.8%
Cc1noc2c(N(C)C)cc(-c3cccc(C(F)(F)F)c3)nc12,?
Cc1c(Cl)cccc1-n1cnc(=O)c2ccccc21,-6.4%
CCOCCCNC(=S)NC1CCCC1,10.5%
CCc1ccc2oc(C(=O)N(Cc3ccc(C)cc3)C3CCS(=O)(=O)C3)cc(=O)c2c1 (centres undefined),8.8%
Cc1ccc(C(=O)/C=C/c2ccc(-c3ccc(C)c(Cl)c3)o2)cc1,?
COCCN1C(=O)C(=O)/C(=C(/O)c2ccc(OC)cc2C)C1c1ccncc1 (centres undefined),-13.7%
CC(Sc1nnc2ccccn12)C(=O)c1ccc(Br)cc1 (centres undefined),-4.2%
CC(C)CCN1CCC2(CC1)NC(=O)c1ccccc1O2,-4.0%[86.2 µM]

# 4 entries from above, field by field.
smiles: COC(=O)c1ccc(CSc2nc3c(c(=O)[nH]2)CCC3)cc1
  KDM5B inh: -3.6%

smiles: CC(C#N)Sc1ncc(-c2ccccc2)[nH]1 (centres undefined)
  KDM5B inh: 6.1%

smiles: CC(C)CNC1(Cc2cc(CN(C)C)on2)COC1
  KDM5B inh: 13.6%[115 µM]

smiles: COc1cccc(-c2[nH]ncc2CN)c1
  KDM5B inh: 5.3%

# Next section:
SMILES,KDM5B inh
O=C(OCc1cc(=O)n2nc(-c3cccs3)sc2n1)c1ccccc1,-13.5%
CC(=O)Nc1ccc(NC(=O)C2CCN(c3cnccn3)CC2)cc1,-21.4%
CCn1c(=O)c(=O)[nH]c2cc(C(=O)N3CCC4(CC3)OCCO4)ccc21,?
COCC(=O)N1CCC(C(=O)NCC2COc3cc(OC)ccc3C2)CC1 (centres undefined),28.1%
COc1ccc(Nc2nc3ccccc3nc2NS(=O)(=O)c2ccc(C)c(C)c2)cc1OC,2.3%
Cc1cccc(Cn2c(NCCCn3ccnc3)nc3c2c(=O)[nH]c(=O)n3C)c1,-5.0%
O=C(OCc1ccc([N+](=O)[O-])cc1)C1(c2cccc(F)c2)CCCC1,21.6%
Nc1nnnn1CC(=O)N/N=C/C=C/c1ccccc1,15.8%
Cc1nc2n(c(=O)c1C)CN(CCN1CCOCC1)CN2c1cccc(C(F)(F)F)c1,-7.1%
COc1ccccc1N1CCN(C(=O)c2sc3nc4n(c(=O)c3c2C)CCC4)CC1,-8.6%
CCc1ccc(C2CC(=O)Nc3cc4c(cc32)OCO4)cc1 (centres undefined),16.1%
COc1ccc(C)cc1N(C)C(=O)c1sc2nc3n(c(=O)c2c1C)CCCCC3,8.8%
CC(C)CNc1cc(NC2CCCCC2)c2c3c(onc13)-c1ccccc1C2=O,?
CCN1CCN(c2nc3c(c(=O)[nH]c(=O)n3C)n2CCc2ccccc2)CC1,9.8%
CCOc1ccccc1NC(=O)Nc1cc(C(=O)NCc2ccc(C)cc2)ccc1N1CCCC1,?
COC(=O)c1ccccc1NC(=O)COCc1cc(-c2cccs2)on1,?
Cc1nc2ccccc2nc1CN1C(=O)C2CCCN2C1=O (centres undefined),14.3%
Cc1cc(C)cc(-n2ccnc2SCC(=O)Nc2cccc3ccccc23)c1,-26.1%
Cn1cnnc1CC1CCN(C(=O)c2cn3cc(Cl)ccc3n2)CC1,?
CCN(C(=O)CN1C(=O)NC2(CCC(C)CC2)C1=O)c1ccccc1 (centres undefined),0.6%
COc1ccc(OCC(=O)N(Cc2ccco2)C2CCS(=O)(=O)C2)cc1 (centres undefined),17.3%
CCCn1nc(C(=O)Nc2ccc(OCC(=O)N(C)C)cc2)c2ccccc2c1=O,12.3%
O=C(COc1ccccc1C(=O)Nc1ccccc1)NC1CCCCC1,8.5%
CCCCNC(=S)NN=C1CCCCCC1,7.5%
Cc1ccc(-c2nc(CC(=O)NC3CCN(Cc4ccccc4)CC3)cs2)cc1,3.4%

# Look-ups from the results shown.
# Entry of CCN(C(=O)CN1C(=O)NC2(CCC(C)CC2)C1=O)c1ccccc1 (centres undefined) in KDM5B inh: 0.6%
# Entry of O=C(c1ccn(C(F)F)n1)N1CCc2nc(-c3ccc(Cl)cc3)[nH]c2C1 in KDM5B inh: -3.8%
# Entry of NNC(=O)c1[nH]c2ccc(Cl)cc2c1-c1ccccc1 in KDM5B inh: 11.1%
# Entry of CCOCCCNC(=S)NC1CCCC1 in KDM5B inh: 10.5%
# Entry of COc1ccc(C)cc1N(C)C(=O)c1sc2nc3n(c(=O)c2c1C)CCCCC3 in KDM5B inh: 8.8%

# Next section
SMILES,KDM5B inh
COc1ccc(-c2cc(N3CCC(NC(=O)c4ccc5c(c4)OCO5)C3)n[nH]2)cc1 (centres undefined),?
O=C1NC2(CCN(Cc3ccc(C(F)(F)F)cc3)CC2)Oc2ccccc21,-4.9%
O=C(N/N=C/C=C\c1ccccc1[N+](=O)[O-])c1cccnc1,-12.1%
CC(C)N(C(=O)CSc1nc2c([nH]1)c(=O)n(C)c(=O)n2C)c1ccccc1,?
COc1ccc(CCN2C(=O)CC(Cc3ccccc3)C2=O)cc1OC (centres undefined),1.4%
CCn1nccc1C(=O)N1C[C@@H](Oc2cccnc2)C[C@@H]1C(=O)NCCOC,-4.8%
Cc1ccc(C)c(C(=O)N2CCC(C3CCN(C)CC3)C2)c1 (centres undefined),23.0%
Cc1nc(C)c(C(=O)N[C@@H]2CN(Cc3cccnc3)C[C@H]2CN(C)C)s1,-8.6%
Cc1cc(C)cc(C(=O)C(C#N)C(=O)NC2CCCCC2)c1 (centres undefined),23.2%
CC(=O)N/N=C/c1cc(Cl)ccc1OCCCOc1ccccc1C,-17.5%
O=C(NCCc1ccccc1)c1ccc2c(c1)N(Cc1ccccc1)C(=O)c1ccccc1S2=O (centres undefined),-6.1%
CCCc1nc2c(-c3ccc(F)cc3)c(C)[nH]n2c(=O)c1Cl,9.8%
COc1ccc(OCC(O)CNC(=O)c2cccs2)cc1 (centres undefined),24.3%
CN1CC2(CCN(C(=O)c3n[nH]c4ccccc34)CC2)CC1C(=O)N1CCOCC1 (centres undefined),23.8%
CCCN(CC(=O)N(C)Cc1ccsc1)Cc1ccccc1,-6.4%
Cc1cc(C)c2c(=O)cc(C(=O)Nc3nnc(CC(C)C)s3)oc2c1,7.1%
COc1ccc(C2Cn3nnc(-c4noc(-c5ccco5)n4)c3CO2)cc1 (centres undefined),?
CN(C)Cc1ccc(CNC(=O)COc2ccc3ccccc3c2)cc1,-13.0%
COc1cc(C(=O)OCC2C(COC(=O)c3cc(OC)c(OC)c(OC)c3)C2(Cl)Cl)cc(OC)c1OC (centres undefined),6.0%
CCCNC(=O)C(NC(=O)c1ccc(OC)cc1)C1CCN(C(=O)c2ccccc2OC)CC1 (centres undefined),15.6%
C=CCOC(=O)C1=C(C)N=C2SC=C(CC(=O)N3CCOCC3)N2C1c1ccc(C)cc1C (centres undefined),?
COc1ccccc1N(C)S(=O)(=O)c1ccc(C(=O)Nc2c(C)cccc2C)cc1,11.2%
COCCNC(=O)[C@H]1C[C@H](Oc2cccnc2)CN1C(=O)NCCc1ccccc1,2.4%
O=C(C1CCCC1)N1Cc2ccccc2CC2(CCN(CC3CCNC3)C2)C1 (centres undefined),?
CN(C(=O)Cn1cc(S(=O)(=O)N2CCN(c3ccccc3F)CC2)c2ccccc2c1=O)c1ccc(Cl)cc1,?

# Following part
SMILES,KDM5B inh
CN(Cc1ccc(Cl)cc1)S(=O)(=O)c1cn(C)c(=O)n(C)c1=O,17.6%
Cc1ccc(C(=O)N(CC(C)C)CC2CN(C(=O)c3ccc4c(c3)OCO4)CCO2)cc1 (centres undefined),-5.0%
O=S(=O)(c1cccc(-c2n[nH]c(=S)n2Cc2ccccc2)c1)N1CCOCC1,25.0%
CCCCOc1ccccc1C(=O)Nc1onc2c1CCCC2,-7.2%
Cc1cc(C)cc(NC(=O)c2n[nH]c(=O)c3ccccc23)c1,14.2%
CCOc1ccc(NS(=O)(=O)c2cc(NC(=O)Cc3c(F)cccc3Cl)ccc2OC)cc1,-7.0%
Cc1ccc(C2=NC3(CCN(C(=O)c4ccc5c(c4)OCO5)CC3)ON2)cc1,0.5%
COC(=O)c1nc2ccccc2nc1N1CCN(Cc2ccccc2)CC1,-0.6%
CCn1c(C2CCN(C(=O)CCn3nnnc3C)CC2)nn(C)c1=O,34.0%[activator]
COc1cccc(C2CC(=O)Oc3c2c(=O)n(C)c2ccccc32)c1 (centres undefined),?
COCCNC(=O)[C@@H]1C[C@H](Oc2cccnc2)CN1C(=O)C1(C)CCCCC1,-9.6%
CCn1ccc2cc(S(=O)(=O)N3CCC(C(=O)NCCc4ccc(C)cc4)CC3)ccc21,-16.2%
COc1ccc(Br)cc1CN(C)C(=O)CNC(=O)c1ccc2ccccc2c1,-3.6%
COc1ccc(Cn2c(C3CCN(C(=O)Cc4ccccc4)CC3)n[nH]c2=O)cc1,-7.9%
Cc1cc(C)c2c(c1)C(O)(CC(=O)c1ccco1)C(=O)N2 (centres undefined),11.3%
CC(c1cc2ccccc2o1)N(C)Cc1nc(-c2ccc(F)cc2)no1 (centres undefined),-3.7%
N#Cc1ccc(Oc2cccc(-c3cnc4ccccc4n3)c2)cc1C#N,2.8%
COc1ccccc1OCCn1cc(C(C)=O)c2ccccc21,-10.6%
CCOc1ccc(CCNC(=O)c2cn(C)c3ccc(S(=O)(=O)N4CCCCCC4)cc3c2=O)cc1OCC,-20.8%
Cc1ccc(CN2CCSc3ccc(C(=O)NCCc4ccccc4)cc32)cc1,?
C=CC[C@@H]1CC=C[C@@H](C)N1C(=O)c1cc(OC)ccc1OC1CCN(C(=O)C2CC2)CC1,-8.3%
Cc1cc(C)nc(NC(=O)c2csc3ccccc23)n1,-12.0%
S=c1[nH]ncn1/N=C/c1cccs1,16.3%
COc1ccc(-c2cc(C(=O)N(C)Cc3ccccc3F)c3ccccc3n2)cc1OC,?
Cc1cccc(NC(=O)N2CCC(CN3CCc4ccccc4C3)CC2)c1C,-16.9%

# The list goes on:
SMILES,KDM5B inh
Cc1nc(C2CC(O)C2)cc(N(C)Cc2cnc3ccccc3c2)n1 (centres undefined),-15.4%
CC(C)CCNC(=O)c1ccc2c(c1)NC(=O)C(CS(=O)(=O)Cc1cccc(Br)c1)N2 (centres undefined),?
Cc1nc2cc(S(=O)(=O)N3CCOCC3)ccc2n1CCNC(=O)C1(C)CC1,-19.7%
COc1cccc(CNC(=O)CSc2nc(=O)[nH]c3c2CCC3)c1,-1.4%
CSc1ncc(C(=O)N2CCN(c3ccc(Cl)cc3)CC2)c(C)n1,-27.2%
Cc1cccc(NC(=O)Cn2nc(N3CCN(c4ccccc4)CC3)ccc2=O)c1C,?
O=C(NC1CCCCC1)N1CCC(Cc2nc(-c3ccccc3)n[nH]2)C1 (centres undefined),-8.4%
Oc1ccc(-c2nc(-c3cc(F)ccc3F)cs2)cc1,?
Cn1cc(-c2ccsc2)c2nc(CN3CCNC(=O)C3)cn2c1=O,?
CC(C)NCC1(COc2ccccc2)C[C@@H](O)[C@@H](O)C1 (some centres undefined),-16.3%[115 µM]
COc1cc(C2CC(=O)Nc3nc(C)[nH]c(=O)c32)ccc1OCc1ccccc1C (centres undefined),0.5%
COCCc1noc(C2CN(C(=O)COc3ccc(F)cc3)C2)n1,9.7%
COc1ccc(-c2nc(CN3CCC(C(=O)NCCCN4CCN(c5ccccc5F)CC4)CC3)c(C)o2)cc1OC,27.0%
O=C(CCn1nnnc1CN1CCOCC1)N1CCN(c2nc3ccccc3s2)CC1,34.8%[activator]
Cc1c(C(=O)c2ccccc2)oc2ccc(F)cc12,-19.9%
CC(C)c1ccc(C(NC(=O)c2n[nH]c(=O)c3ccccc23)C(C)C)cc1 (centres undefined),-10.6%
Oc1c(CN2CCCC(C(F)(F)F)C2)cc(Cl)c2ccccc12 (centres undefined),?
O=C(NC1CC2CC1C1CCCC21)c1ccccc1C(F)(F)F (centres undefined),9.3%
COc1ccc(-c2cc(C(=O)NCCCOC(C)C)c3cc(Br)ccc3n2)cc1,11.9%
CCn1cc2nc(SCc3ccccc3Cl)n(Cc3ccc(OC)cc3)c(=O)c2n1,?
COC[C@@H]1[C@H](C(=O)Nc2ccc(N3CCOCC3)cc2)CCC(=O)N1C,?

# Three successive entries out of the list so far, quoted:
SMILES,KDM5B inh
O=C(COc1ccccc1C(=O)Nc1ccccc1)NC1CCCCC1,8.5%
CCCCNC(=S)NN=C1CCCCCC1,7.5%
Cc1ccc(-c2nc(CC(=O)NC3CCN(Cc4ccccc4)CC3)cs2)cc1,3.4%
